# KCNH2 3.1 inh: inhibitors of human KCNH2 3.1 potassium channel isoform; U2OS KCNH2 3.1, thallium flux FluxOr; active compounds read low; activity change, % (tested at about 1.8 µM); actives 0.95% (n = 340,000); AID 720553;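 active = maximum activity change below -70%; inconclusive = maximum activity change from -70% to -50%; inactive = maximum activity change above -50%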;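 also: thallium influx rate constant from kinetic fluorescence after stimulation buffer; % is scaled to controls: 0 for no effect and ±100 for the full control effect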
#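 Thallium flux via FluxOr fluorescence (Red40 quencher, 45 min loading) in U2OS cells virally expressing the KCNH2 3.1 isoform (1.77 x 10^8 /mL virus, overnight at 37 C). Rate constants from 2-min kinetic reads post-stimulation, normalised to positive and negative controls.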
# GALK inh: blocks human galactokinase activity. Potency, µM (series often up to 57.5 µM), without a hit: at the top dose activity change, negative = inhibition, usual class: inhibitors. Purified GALK, Kinase-Glo residual ATP luminescence. actives 0.007% (n = 270,000). AID 1868; also: potency is read from the fitted curve at half-maximal effect; % is scaled to controls: 0 for no effect and ±100 for the full control effect
#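 Galactose (100 uM) and ATP (35 uM) were turned over by 5 nM GALK for 1 h at RT. Kinase-Glo Plus then converted the remaining ATP into a luminescent signal.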
# CXXC DNA block: MLL CXXC-DNA interaction inhibition. Q03164. MLL-CXXC / FITC-HOXA9 DNA fluorescence polarization. Potency, µM (titrated, usually from 115 µM), without a hit: at the highest dose activity change, negative = inhibition, most hits filed as inhibitors. actives 0.037% (n = 290,000). AID 2662; active = well fitted inhibition curve with a large enough effect in the polarisation, with a control signal flat, not every such curve was filed as active; inconclusive = small, poorly fitted or top-dose-only effect, or effect the other way, or a change in a side signal; inactive = no such curve, though single readings can be large or run the other way; the % refers to the polarisation; also: potency is read from the fitted curve at half-maximal effect
#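 Purified MLL-CXXC (added from a 7 uM solution) was preincubated 5 min at ambient with pinned compounds in 50 mM Tris-HCl pH 7.5, 50 mM NaCl, 1 mM DTT, 0.05% BSA. Fluorescein-labeled HOX-A9 DNA (50 nM solution) followed, 30 min, then polarization read.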
# a7 integrin act: activators of alpha7 integrin expression for muscular dystrophy; alpha7betagal myoblasts, beta-gal FDG fluorescence, 48 h; Potency, µM (top dose mostly 38.3 µM), without a hit: at the top dose activation, hits mostly activators; actives 0.064% (n = 350,000);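 also: potency is read from the fitted curve at half-maximal effect; 100% = response of the positive control SU9516; nearly all actives have a fitted effect of over 60% in size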
#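 Alpha7betagal+/- myoblasts (passage 13) were plated 16-24 hr, then exposed to compounds (1:260 dilution of DMSO stock) for 48 hours at 37C. After MPER lysis, β-galactosidase reporter activity was read as FDG fluorescence (ex 480/em 540) after 30 minutes.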
# TRPV1 ag: human TRPV1 agonism. actives 0.19% (n = 320,000). activation, % at 8.33 µM. TRPV1-expressing cells, Fluo-8 calcium influx, agonist mode; in the data active = activation above about 80%; inconclusive = between about 30% and that limit; also: 0% is about no effect
#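 TRPV1-expressing cells were cultured overnight at 35.5C and loaded with Fluo-8 calcium dye for 40 to 90 min at room temperature. After a 10 s baseline, compound was added and calcium influx was read kinetically for 3 min (ex 480/em 520 nm).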
# KCNH2 WT inh: blocks the wildtype human KCNH2 potassium channel; Q12809; U2OS, BacMam KCNH2, thallium flux FluxOr; active compounds read low; activity change, % at 1.84 µM; actives 0.37% (n = 340,000); AID 720551;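 active = maximum activity change below -70%; inconclusive = maximum activity change between -70% and -50%; inactive = maximum activity change above -50%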; also: % is scaled to controls: 0 for no effect and ±100 for the full control effect
#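 U2OS cells transduced with wild-type KCNH2 virus are loaded with FluxOr dye for 45 min, and thallium flux is measured in kinetic reads before and after stimulation buffer. Rate constants are normalized to DMSO controls.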
# A-T KAP1 phos: potential ataxia-telangiectasia treatment; […] A-T fibroblasts, KAP-1 phosphorylation AlphaLISA; neocarzinostatin DNA damage 30 min before lysis; Potency, µM (top dose mostly 57.5 µM), for inactives: at the top dose activation, most hits filed as activators; actives 0.19% (n = 320,000); AID 485349; also: potency is read from the fitted curve at half-maximal effect; % of control where 0% means no effect; nearly all actives have a fitted effect of over 45% in size
#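 hTERT-immortalized A-T patient fibroblasts ([…]), 500 cells/well in OPTI-MEM, 1% FBS, got compounds for 60 min, then NCS for 30 min at 37C. Lysates were then assayed for phospho-KAP-1 by AlphaLISA (anti-pKAP1 donor, anti-KAP1 acceptor beads), 6 hr at 25C.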
# ASM inhibitor: blocks human secretory acid sphingomyelinase; P17405; placental ASM, HMU-PC fluorogenic substrate, 60 min; Potency, µM (top dose mostly 57.5 µM), for inactives: top-dose activity change, negative = inhibition, actives largely listed as inhibitors; actives 0.006% (n = 340,000); AID 504937; also: potency is read from the fitted curve at half-maximal effect
#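 Human placenta-derived ASM preincubated with compound 10 min at room temperature, then reacted with 9 uM (final) fluorogenic HMU-PC substrate for 60 min at 37 C. Stop solution raises pH to 10; fluorescence read at Ex 386/Em 447 nm.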
# FBPA coupling cs: counter-screen for Giardia aldolase inhibitors: coupling enzyme system; actives 0.67% (n = 290,000); coupling enzyme system counterscreen, AmpLite Red fluorescence; activity change, negative = inhibition, % at 58.2 µM, hits read low; in the data active = activity change below about -30%; also: % is scaled to controls: 0 for no effect and ±100 for the full control effect
#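 Fluorescence at 525 nm excitation and 598 nm emission measured inhibition of the coupled detection system without aldolase. Compounds (at 57.5 uM final) were preincubated 10 min at room temperature with coupling enzyme reagent before a 20 min substrate/AmpLite Red step.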
# MBNL1 CUG block: blocks human MBNL1 binding to CUG repeat RNA; Q9NR56; Potency, µM (series often up to 57.5 µM), without a hit: at the highest dose activity change, negative = inhibition, most hits filed as inhibitors; TR-FRET MBNL1-His/biotin-(CUG)12 binding, 665/545 ratio; AID 2675; actives 0.036% (n = 280,000); active = well fitted inhibition curve with a large enough effect in the signal ratio, with a control signal flat, not every such curve was filed as active; inconclusive = small, poorly fitted or top-dose-only effect, or effect the other way, or a change in a side signal; inactive = no such curve, though single readings can be large or run the other way; the % refers to the signal ratio; also: potency is read from the fitted curve at half-maximal effect; % is scaled to controls: 0 for no effect and ±100 for the full control effect
#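 Inhibition of protein-RNA binding appears as loss of TR-FRET between terbium anti-His antibody on MBNL1-His and streptavidin-XL665 on biotin-(CUG)12. Activity is normalized to buffer-only and uninhibited-complex controls.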
# An asterisk follows results filed as active; ? = inconclusive; nt = no result given; & = joins results of further samples; [ ] = another dose, or the depositor's remark. Unless noted, calls follow the shape of the dose curve; as a rule, active = well fitted curve in the direction sought with a large enough effect; inconclusive = small, poorly fitted or top-dose-only effect, or another doubt; inactive = no such curve, though single readings can be large; an effect the other way counts as inactive or inconclusive. No enrichment for hits; any-hit rate near 2%.
SMILES,KCNH2 3.1 inh,GALK inh,CXXC DNA block,a7 integrin act,TRPV1 ag,KCNH2 WT inh,A-T KAP1 phos,ASM inhibitor,FBPA coupling cs,MBNL1 CUG block
Cc1cc(NC(=O)C2C3C=CC(C3)C2C(=O)O)no1 (configuration not stated),3.3,-4.5%,7.1%,17.4%[7.66 µM],-5.0,-7.5,-1.7%,1.1%,0.5,-0.3%
Cc1ccc(C(=O)Nc2ccccc2C(=O)NCc2cccnc2)cc1,2.1,-3.2%,30.9%[activator],5.3%,1.0,4.6,4.2%,-1.3%,nt,-5.1%
O=c1cc(-c2ccccc2Cl)oc2c(NS(=O)(=O)c3cccc4nsnc34)ccc(O)c12,-15.4,0.1%,-5.0%,31.2%,0.6,7.0,5.4%,-12.6%,6.6,14.3%
CC1S/C(=N/N=C2CCC(C(C)(C)C)CC2)NC1=O (configuration not stated),3.5,-1.6%,-9.1%,4.8%,1.3,-11.1,-6.2%,5.3%,1.8,-4.5%
CC(=O)Nc1cc(C(=O)N2CCc3ccccc3C2)ccc1Sc1ccc(C)cc1,-45.5,1.5%,10.1%,-5.1%,-2.4,-31.9,-0.7%,-6.6%,0.7,4.9%
COc1ccc(N2C(=O)CC(SCC(=O)O)C2=O)cc1 (configuration not stated),3.5,-2.0%,-1.3%,-15.8%,4.0,9.3,1.7%,-0.1%,-2.7,11.2%
CCC(=O)NC(c1cccs1)c1ccc2cccnc2c1O (configuration not stated),-1.2,0.9%,-6.9%,6.5%,-0.2,3.2,0.6%,5.6%,-0.2,35.8%[activator]
COc1ccc(-n2nnnc2SCC(=O)Nc2ccccc2N2CCOCC2)cc1OC,0.9,-0.6%,?,-10.1%,0.8,2.7,-0.5%,5.0%,9.4,-9.9%
CC(/C=N/NC(=O)c1cccc([N+](=O)[O-])c1)=C\c1ccccc1,-24.9,-1.1%,-12.3%,10.9%,7.1,-16.8,3.2%,-0.1%,-2.4,1.2%
CCN1CCN(Cc2c(C)[nH]c3ccc(OC)cc3c2=O)CC1,-27.5,-0.5%,-4.8%,-7.5%,-2.0,5.4,0.6%,1.1%,-0.5,-1.2%
CCOC(=O)N1CCC2(CC1)C(C#N)=C(N)OC1=C2C(=O)CCC1,4.1,11.4%,-3.7%,-23.5%,-0.4,5.0,-0.7%,1.7%,-0.4,-8.1%
COc1c(-c2ccc(O)c(O)c2)oc2cc(O)cc(O)c2c1=O,2.9,-6.1%,-1.3%,-20.1%,-6.8,5.7,-24.3%,-8.2%,1.1&-9.9,?
CCCSc1nc(C)cc(C)c1S(=O)(=O)c1ccccc1C,-20.0,0.2%,-8.3%,-18.2%,3.9,-11.5,9.2%,-8.4%,1.2,7.7%
O=C(ONC1=NCCCCC1)c1ccc(Cl)cc1,32.5,-0.7%,3.0%,-8.5%,?,-15.4,0.3%,-2.2%,-2.9,-0.1%
Cc1cccc(C(=O)Nc2cc(OCc3cccc(F)c3)c(Cl)cc2Cl)c1,-11.5,-4.2%,-6.8%,2.6%[7.66 µM],?,-27.5,7.0%,-0.4%,-1.3,12.4%
NS(=O)(=O)c1cccc(NC(=O)c2cccs2)c1,-10.2,-3.0%,-5.1%,0.0%,-0.7,4.7,-12.7%,-0.1%,0.0,-2.1%
O=C(c1ccc(Cl)cc1)C1CCCN(Cc2ccc(Oc3ncccn3)cc2)C1 (configuration not stated),?,4.0%,12.9%,?,1.1,13.8,6.7%,3.4%,0.3,-8.6%
O=C(/C=C/c1ccccc1)N/C(=C/c1ccccc1)C(=O)Nc1cccc(C(=O)O)c1,-11.3,0.3%,-17.8%,1.5%,-4.9,-3.0,3.0%,-2.8%,10.3,0.4%
CC1=C(C(N)=O)C(c2cccnc2)n2nc(-c3cccc(Cl)c3)nc2N1 (configuration not stated),3.1,-16.8%,-4.6%,-5.0%,-2.6,-5.0,0.5%,1.0%,-3.6,-1.0%
O=C(O)C1C2C=CC(C2)C1C(=O)NC1CCN(Cc2ccccc2)CC1 (configuration not stated),19.1,-1.6%,4.0%,18.2%,-0.7,0.8,-2.4%,4.4%,-0.5,3.2%
O=C(O)c1cc([N+](=O)[O-])c(Nc2cccc3ccccc23)c([N+](=O)[O-])c1,1.5,nt,-3.4%,-23.0%,-0.8,-5.4,-7.5%,7.2%,-0.7,?
O=C(CN1CCN(C(=O)c2ccco2)CC1)Nc1ccc(Cl)c(C(F)(F)F)c1,-2.2,-0.3%,4.3%,-40.5%[inhibitor],10.8,1.3,-5.3%,-2.0%,-0.7,0.8%
COc1ccc(S(=O)(=O)N2CCN(CC(=O)NC3CCCC3)CC2)cc1,-0.7,1.4%,-8.4%,-9.2%,2.8,-0.5,-7.3%,3.4%,3.2,-11.0%
Cc1cc(C)cc(N(CC(=O)NCCSCc2ccco2)S(C)(=O)=O)c1,4.5,-0.7%,?,17.7%,-3.4,1.1,13.8%[11.5 µM],2.7%,-5.4,-2.4%
Cc1ccc(NC(=O)c2cc(NC(=O)c3ccco3)ccc2N2CCOCC2)cc1Cl,-8.6,-4.1%,26.9%,-14.8%,13.2,-2.4,-1.5%,-18.7%,0.1,-8.1%
CCOc1ccc(NC(=O)COC(=O)C2C3CC4OC(=O)C2C4C3)cc1 (configuration not stated),-4.3,0.3%,61.0%[activator],-1.1%,-1.8,-1.9,17.2%,-2.5%,-5.8,-7.2%
Cc1nc(S(=O)(=O)Nc2ccccc2C(=O)NCC2CC2)cn1C,-2.2,-0.4%,3.9%,-6.3%,1.8,-7.0,-4.5%,-0.1%,1.2,0.1%
O=C(CC1S/C(=N/N=C/c2c[nH]c3ccc(OCc4ccccc4)cc23)NC1=O)Nc1ccccc1 (configuration not stated),4.3,nt,7.4%,11.1%,-3.5,-10.1,-0.2%,2.3%,3.4,-4.5%
C/C(=N/NC(=O)C(C)n1nc(C)c([N+](=O)[O-])c1C)c1ccc(OCC(N)=O)cc1 (configuration not stated),17.0,nt,-0.3%,-7.2%,0.1,-8.2,4.5%,1.5%,1.1,3.8%
O=C(O)c1cc(N/N=C/c2ccc(N3CCOCC3)cc2)ccc1Cl,19.4,3.3%,-22.3%,14.2%,0.5,4.2,-10.5%,2.8%,1.1,?
O=C(CSc1nnc(-c2ccco2)n1Cc1ccccc1)NC(=O)NCc1ccco1,5.4,-2.8%,-4.5%,-21.1%,4.1,1.0,-9.6%,-0.7%,3.4,-2.7%
Cc1cc(C)n(Cc2cccc(F)c2)c(=O)c1C#N,-2.8,0.1%,6.8%,-1.0%,-4.7,4.5,0.1%,-2.1%,4.3,2.7%
CN1CCN(C(=O)/C(=C/c2cn(S(=O)(=O)N(C)C)c3ccccc23)NC(=O)c2ccccc2F)CC1,18.3,-3.2%,9.2%,0.1%,-0.7,5.9,4.0%,1.4%,nt,2.6%
Cc1c(C)c2c(OCC(=O)N[C@@H](Cc3ccccc3)C(=O)O)cc3c(c2oc1=O)CCC(C)(C)O3,1.7,nt,-25.5%,5.7%,3.0,-2.9,1.8%,109.3%[activator],1.6,17.1%
O=C(OCC(=O)c1ccc[nH]1)c1ccc(Cl)nc1,6.6,nt,nt,5.5%,2.0,-8.4,-7.4%,5.4%,nt,nt
CC(C)(C)Cn1c(=O)[nH]c(=O)c2cc([N+](=O)[O-])cnc21,-6.5,nt,-2.1%,-3.3%,-1.3,-12.1,2.1%,3.3%,0.7,-7.3%[11.5 µM]
Cc1[nH]c2ccccc2c1C(=O)/C=C\c1ccccc1Cl,-9.9,-3.1%,2.0%,-58.7%[inhibitor],21.1,13.1,1.1%,-17.4%,-5.2,-4.1%
CC12CC(NC(=O)N1c1cccc(C(=O)N3CCN(c4ccccn4)CC3)c1)c1ccccc1O2 (configuration not stated),-24.1,-3.0%,1.5%,-0.5%,-3.6,-3.2,-0.3%,0.6%,-0.5,0.0%
CC(=O)Nc1ccc(OCCOc2ccc(/C=C3\C(=N)N4N=C(C(C)C)SC4=NC3=O)cc2)cc1,-5.6,nt,19.0%,4.3%,1.9,13.9,-17.1%,-4.2%,7.9,2.1%
O=C(CN1CCC(NC(=O)C2CC2)CC1)Nc1cccc(F)c1,6.0,0.8%,16.4%,-18.9%,-2.2,17.0,2.7%,4.2%,4.1,-1.2%

# Bioassay records as filed in PubChem BioAssay.
